Mdm2 ligase inh = MDM2-luciferase reporter signal enhancers, primary screen, MDM2 E3 ligase inhibitor project, cell-based, luminescence, 1536-well; E3 ubiquitin-protein ligase Mdm2 (Homo sapiens), Q00987; cell-based MDM2 ubiquitination luciferase reporter, 2 h; 0 = plate control, 100 = twice control, blank-subtracted; signal enhancement, % at 5 µM; 0.11% of 210,000 active; AID 1230, 2008;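 active = signal enhancement of 30% or more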;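 also: luminescence tracks abundance of the self-degrading MDM2-luciferase fusion protein; higher signal means inhibition of MDM2 E3 ligase activity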
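Test system: mammalian cells stably expressing self-ubiquitinating, self-degrading MDM2 E3–luciferase fusion; Amount: 2000 cells in each well; Medium: DMEM; Schedule: 4 h settle plus 2 h compound, 37 °C; Technique: SteadyLite luciferase luminescence after 15 min room-temperature reagent incubation; Benchmarks: plate control and blank wells.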
L929 necroptosis = inhibitors of zVAD-triggered necroptosis, primary screen, L929 cells; 0.38% of 220,000 active; L929 zVAD necroptosis rescue, ATP luminescence, 24 h; with zVAD 60 µM; viability rescue, % at 10 µM;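 active = activation, scaled between plate controls, above about 75%, limit read from the data; inactive = activation under that limit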;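 also: 0% = zVAD with DMSO and 100% = DMSO alone without zVAD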
EBV gp42 block = Epstein-Barr virus gp42 inhibitors, primary screen, biochemical, uHTS, fluorescence polarization. AID 1085, 2008. Glycoprotein 42 (Epstein-Barr virus (strain AG876)), Q1HVG2. inhibition, % (tested at 21.74 µM). 0.42% of 220,000 active. Fluorescence polarization binding assay, mP read-out; in the data active = inhibition above about 50%
Target sequence (Q1HVG2 whole entry, looked up): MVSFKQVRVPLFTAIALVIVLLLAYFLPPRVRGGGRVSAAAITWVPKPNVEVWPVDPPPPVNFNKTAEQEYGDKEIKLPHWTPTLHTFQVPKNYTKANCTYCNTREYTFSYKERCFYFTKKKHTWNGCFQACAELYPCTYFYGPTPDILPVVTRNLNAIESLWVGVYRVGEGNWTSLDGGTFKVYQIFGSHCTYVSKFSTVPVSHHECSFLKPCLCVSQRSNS
p47phox inh = p47phox/p22phox peptide binding inhibitors, primary screen, biochemical, uHTS, NADPH oxidase regulatory subunit | Neutrophil cytosol factor 1 (Homo sapiens), P14598 | fluorescence polarization, 2 h | inhibition, % at 24.7 µM | 0.53% of 220,000 active | AID 1274, 2008;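 active = inhibition above about 30%, limit read from the data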;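 also: 0% = p47phox with labelled peptide and 100% = labelled peptide alone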
Runt-CBFb FRET = inhibitors of RUNX1 Runt–CBFb binding, primary screen, biochemical, FRET, Cerulean-Runt, Venus-CBFb, uHTS; Cerulean-Runt/Venus-CBFb FRET ratio 530/480, 1 h; inhibition, % at 20 µM; 0.46% of 220,000 active; AID 1496, 2009;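 active = inhibition over about 50% at 20 µM in the single-dose screen, limit read from the data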;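 also: 0% = DMSO wells and 100% = excess unlabeled CBFb competitor control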
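Reagent – Venus-CBFb binding partner, 100 nM · Assay system – Cerulean-tagged RUNX1 Runt domain (FRET donor) fusion protein · Input – 100 nM per protein · Incubation – two 1 h room-temperature incubations shielded from light · Measured by – FRET fluorescence · Medium – Tris buffer pH 7.5 with salts and BSA · Benchmarks – unlabeled CBFb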
Runt-SMMHC FRET = inhibitors of RUNX1 Runt–CBFb-SMMHC binding, primary screen, biochemical, FRET, Cerulean-Runt, Venus-CBFb-SMMHC, uHTS. 0.74% of 220,000 active. Cerulean-Runt/Venus-CBFb-SMMHC FRET ratio 530/480, 1 h. inhibition, % at 20 µM. AID 1434, 2008. Runt-related transcription factor 1 (Homo sapiens) + Core-binding factor subunit beta …;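 active = mean inhibition across duplicate retests at 20 µM reaching about 50%, limit read from the data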;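 also: 0% = DMSO wells and 100% = wells with excess untagged CBFb-SMMHC; inhibitors lower the FRET ratio by blocking Runt binding to CBFb-SMMHC; some results filed as inactive read as strong as hits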
14-3-3 Bad PPI = inhibitors of 14-3-3 zeta/Bad binding, primary screen, biochemical, TR-FRET, bovine 14-3-3 zeta; 14-3-3 protein zeta/delta (Bos taurus), P63103; TR-FRET 14-3-3zeta/Dy647-pBad peptide displacement, 1 h; inhibition, % at 21.7 µM; 0.71% of 220,000 active;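 active = inhibition above about 70%, limit read from the data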;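 also: 0% = full 14-3-3 plus peptide FRET controls and 100% = background without 14-3-3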
Target sequence (P63103 whole entry, looked up): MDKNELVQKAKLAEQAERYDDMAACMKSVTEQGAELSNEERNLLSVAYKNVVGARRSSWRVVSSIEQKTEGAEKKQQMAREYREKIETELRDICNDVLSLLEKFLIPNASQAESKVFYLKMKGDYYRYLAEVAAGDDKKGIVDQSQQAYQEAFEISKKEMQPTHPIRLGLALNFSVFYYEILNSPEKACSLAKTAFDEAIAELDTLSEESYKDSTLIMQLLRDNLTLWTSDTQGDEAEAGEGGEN
Tb hexokinase = Trypanosoma brucei hexokinase 1 inhibitors, primary screen, biochemical, G6PDH-coupled NADH absorbance, MLSCN library. inhibition, % at 10 µM. 0.11% of 220,000 active. AID 1430, 2008. recombinant TbHK1, G6PDH-coupled NADH A340;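 active = inhibition of 50% or more in the single-dose primary screen; inactive = inhibition below 50%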
Hck-Nef inh = inhibitors of Nef-activated human Hck kinase, primary screen, biochemical, Z-Lyte FRET, 384-well, Hck-YEEI; Recombinant Hck-YEEI plus Nef, Z-Lyte FRET kinase assay; inhibition, % at 20 µM; 0.68% of 220,000 active;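 active = Hck-Nef kinase inhibition above about 50%, limit read from the data; inactive = inhibition below that limit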;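 also: 0% = DMSO with Hck plus Nef and 100% = Hck alone without Nef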
Target sequence (P08631 whole entry, looked up): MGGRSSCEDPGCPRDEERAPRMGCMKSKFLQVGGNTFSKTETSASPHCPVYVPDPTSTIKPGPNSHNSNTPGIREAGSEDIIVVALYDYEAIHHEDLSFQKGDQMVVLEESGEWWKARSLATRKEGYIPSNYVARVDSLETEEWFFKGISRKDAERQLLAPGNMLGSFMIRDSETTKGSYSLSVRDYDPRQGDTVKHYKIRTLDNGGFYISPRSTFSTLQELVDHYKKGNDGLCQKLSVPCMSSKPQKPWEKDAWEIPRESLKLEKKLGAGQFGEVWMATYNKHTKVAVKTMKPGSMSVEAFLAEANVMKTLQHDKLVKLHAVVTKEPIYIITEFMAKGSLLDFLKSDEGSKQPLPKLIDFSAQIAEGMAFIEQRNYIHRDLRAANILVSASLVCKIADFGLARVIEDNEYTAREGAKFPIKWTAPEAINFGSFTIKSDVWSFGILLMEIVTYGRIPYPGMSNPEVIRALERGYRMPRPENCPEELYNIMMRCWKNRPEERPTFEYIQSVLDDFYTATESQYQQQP
The depositor's hits bear a star; · = not tested or not shown; [ ] = dose if it differs, or a comment.

Results follow in this order: Mdm2 ligase inh	L929 necroptosis	EBV gp42 block	p47phox inh	Runt-CBFb FRET	Runt-SMMHC FRET	14-3-3 Bad PPI	Tb hexokinase	Hck-Nef inh
CCC(c1nnnn1C(C)(C)C)N(CCOC)Cc1cc2cccc(C)c2n2nnnc12 (configuration not stated)
  -2.3	0.6	-24.3	-16.0	4.6	-0.6	8.8	44.7	1.7
CCOC(=O)C1=C(CN2CCc3ccccc32)NC(=O)NC1c1cccc([N+](=O)[O-])c1 (configuration not stated)
  -20.8	-0.2	-0.8	-4.5	-2.4	1.8	-15.6	3.2	2.7
NC(=S)N/N=C/c1ccc(-c2ccc([N+](=O)[O-])cc2)o1
  -25.1	1.3	-11.7	-5.4	34.8	30.3	-9.2	-5.8	22.6
CCC(=O)Nc1cc2c(cc1C(=O)c1ccccc1)OCCO2
  -10.0	0.6	0.7	-0.1	0.3	3.0	11.6	-11.0	3.1
COc1ccc(C2CCCN2C(=S)Nc2cccc(Cl)c2C)cc1OC (configuration not stated)
  -19.8	4.8	-8.2	2.9	0.8	-0.3	-4.4	-8.8	-1.4
O=C1CN(C(=O)/C=C/c2ccc(Cl)cc2Cl)CCN1
  -9.4	2.8	-17.7	-13.4	-2.7	-5.6	-7.2	-4.3	0.9
COc1ccccc1-c1cnnc(N/N=C/c2ccc(-c3cccc(Br)c3)o2)n1
  -11.8	0.5	-1.5	-3.3	-2.8	-6.7	-5.2	-28.0	10.4
CC(C)(C)c1ccc(-c2nnc(N)s2)cc1
  -21.2	7.3	-0.8	0.8	-1.9	-2.2	-2.2	-10.6	0.4
COc1cc2c(cc1NC(=O)c1cc(-c3cccnc3)nc3ccc(C)cc13)oc1ccccc12
  -35.3	0.6	9.3	-40.7	-3.6	-19.4	3.2	-26.3	0.8
COC(=O)c1cccc(C(=O)Nc2ccc(C)cc2)n1
  -12.8	-0.1	-10.1	-3.5	0.7	-4.8	4.7	6.2	0.3
CC1=C(C(=O)OCC2CCCO2)C(c2ccsc2)C2=C(CC(C)(C)CC2=O)N1 (configuration not stated)
  -15.9	-1.0	-0.5	-1.6	11.2	26.9	0.9	-7.9	38.8
O=C(CN1C(=O)C2CCCCC2C1=O)Nc1ccc(S(=O)(=O)Nc2ncccn2)cc1 (configuration not stated)
  -4.6	1.4	-2.3	-2.6	2.0	-3.4	-13.5	-1.3	26.7
CC(C)(C)NCc1cc(Cl)ccc1OCc1ccccc1F
  -15.6	-0.3	-11.6	-4.8	-1.3	2.5	-14.6	8.1	-10.1
CC(C)C[C@H](NC(=O)OC(C)(C)C)c1nnc(SCc2ccccc2)o1
  -13.5	0.0	-0.7	-14.1	-2.8	-2.3	-9.6	-2.1	0.9
COc1cccc(NC(=O)c2nc3ncccn3n2)c1
  10.1	-0.2	-9.4	-3.1	-0.2	-5.3	4.9	-3.2	0.0
CC(=O)n1cc(/C=N/NC(=O)c2sc(C)nc2C)c2ccccc21
  -5.2	2.0	-16.1	7.9	·	0.8	9.2[fluorescence artefact?]	-33.2	1.6
Cc1sc2ncnc(N3CCCCC3)c2c1C
  -4.8	-0.7	-6.7	-13.8	1.2	2.3	-1.3	-3.8	3.3
Cc1c(NS(=O)(=O)c2ccc(NC3CCCC3)c([N+](=O)[O-])c2)c(=O)n(-c2ccccc2)n1C
  -8.8	1.7	-2.6	-5.8	-1.7	-0.9	-2.2	-6.2	2.1
Cc1cc(C)nc(N2CCCC(C(=O)NC(C)C)C2)n1 (configuration not stated)
  -12.8	8.2	12.2	3.9	-1.2	-2.6	2.7	2.9	21.3
CC(CCc1ccccc1)NC(=O)C(=O)Nc1ccccc1 (configuration not stated)
  ·	1.3	-9.0	-14.6	-2.5	-0.9	5.2	-7.3	0.2
CCCOc1ccc(C(=O)C(c2ccccc2)N2CCOCC2)cc1 (configuration not stated)
  -25.6	-0.1	6.4	1.5	-4.0	3.0	21.3	0.6	1.8
C[C@@H]1C[C@@H]2OC(=O)[C@]3(C)[C@H]2[C@@H](OC3(C)O)[C@]2(C)C(=O)CC[C@H]12 (some centres not stated)
  -18.5	-0.5	-12.2	-4.5	-0.6	2.0	-2.4	-12.0	10.1
Cc1ccccc1Nc1c(-c2cccnc2)nc2ccccn12
  -2.9	0.1	12.3	4.6	0.7	-1.1	-6.7	-13.9	11.0
Cc1ccc(NC(=O)CSc2nnc(C(F)(F)F)n2C)cc1[N+](=O)[O-]
  -2.8	-0.7	-19.1	4.6	31.5	1.8	5.3	-8.5	0.1
O=C(NCCc1nc2ccccc2[nH]1)/C(=C/c1ccc2c(c1)OCO2)NC(=O)c1ccccc1Cl
  -5.1	-0.2	-8.9	-12.6	-3.6	-5.0	-13.6	-15.2	4.6
CCn1c(C)c(P(=O)(N2CCOCC2)N2CCOCC2)c2ccccc21
  6.1	0.9	-10.8	-5.9	-0.1	2.1	-1.5	-4.7	-0.9
COc1ccc(/C=N/NC(=O)c2ccc(NC(=O)c3ccccc3Br)cc2)cc1
  -2.3	·	-22.1	-14.9	-2.3	1.9	-3.9	-9.0	5.1
Cc1cccc(-c2cc(C(=O)Nc3sc(C)c(C)c3C(N)=O)c3ccccc3n2)c1
  -11.9	0.1	-30.2	-36.5	-8.7	-28.8	-10.5	-7.8	-1.6
O=C(O)c1ccc(N=Nc2c(O)[nH]c3ccccc23)cc1
  -65.2	48.8	-8.6	-25.9	-9.0	-35.1	-3.4	-16.5	-1.3
Cc1cccc(N/C=C/C(=O)c2cccs2)c1C
  -54.4	2.2	-3.2	-13.4	-7.3	-23.5	-6.3	-0.8	2.4
Oc1[nH]c2ccccc2c1N=Nc1ccccc1F
  -13.8	61.1	-231.2	-87.8	-277.4	-302.4	5.8	17.6	-0.3
O=C(Nc1cc(S(=O)(=O)N2CCOCC2)ccc1Cl)C(=O)c1c(-c2ccccc2)cc2ccccn12
  -26.9	0.0	-22.6	-8.1	-0.8	-6.7	2.2	-4.2	-19.5
COc1ccc(C(CCO)NC(=O)c2cccs2)cc1OC (configuration not stated)
  -72.2	1.2	-3.1	1.7	0.8	-1.6	-3.6	-4.9	-3.3
c1ccc(N2CCCCC2)c(Nc2nc3ccccc3n3cnnc23)c1
  -4.8	2.9	-4.3	6.0	-2.1	-3.3	-9.0	-39.4	-8.3
CC(c1ccc(F)cc1)n1c(-c2cccs2)n[nH]c1=S (configuration not stated)
  -87.7	0.5	-0.1	0.7	5.4	10.1	1.4	12.4	-10.0
O=C(CN1CCN(S(=O)(=O)/C=C/c2ccccc2)CC1)Nc1ccc(N2CCOCC2)cc1
  -33.6	-0.7	-11.0	-1.8	0.6	1.4	-2.5	6.5	24.8
CCc1ccc(OCC(=O)N/N=C/c2cc([N+](=O)[O-])ccc2N2CCOCC2)cc1
  -8.9	1.4	-10.7	-15.7	-7.5	-6.5	-5.2	7.1	4.7
CCCOc1c(Cl)cc(C(=O)Nc2ccc3c(c2)OCO3)cc1OCC
  -14.9	-0.7	-0.7	-12.8	1.7	-3.8	-6.9	-3.7	8.9
COC(=O)c1cc2n(n1)CCN(Cc1ccc(F)cc1)C2=O
  -17.6	0.4	-11.0	-18.8	-1.4	6.3	2.0	2.1	2.0
CC(Oc1ccc(Br)cc1)c1nc2c3ccccc3nc(=S)n2[nH]1 (configuration not stated)
  -3.3	1.8	-9.0	-23.5	1.8	-0.6	-26.5	-3.8	19.6
COc1ccc(-n2c(COc3ccc(C)cc3)nnc2SCC(N)=O)cc1
  -3.5	-0.3	-17.7	8.4	-0.9	2.2	2.6	28.5	0.0
CCSc1nc2ccccc2n1C(=O)Oc1ccccc1
  -11.7	0.3	-11.0	9.8	1.9	0.0	-2.1	1.6	-10.1
COCCNC(=O)CN1CCC(NC(=O)C(C)(C)C)CC1
  -11.2	-0.3	-16.6	-5.6	-1.2	2.0	1.5[fluorescence artefact?]	1.4	2.0
CCCn1c2c(c(O)c(C(=O)NC)c1=O)CCCC2
  -11.5	0.7	-14.4	-15.7	-1.9	-0.4	-4.2	-2.0	2.6
CCNC(=S)N/N=C(\C)c1cc2ccccc2o1
  -1.3	2.1	7.4	-6.6	1.3	3.5	1.8	-43.1	2.9
COC(=O)c1[nH]c2ccc(C)cc2c1NC(=O)Nc1ccc(OC)cc1
  -5.7	0.7	-1.7	20.1	1.0	14.2	17.0[fluorescence artefact?]	-13.2	10.9
COc1ccc(C(=O)/C(=C/N(C)C)S(=O)(=O)c2ccccc2)cc1
  -10.2	-0.8	13.3	3.9	1.0	0.4	-3.3	-11.8	-4.0
C=CCOC(=O)C1=C(C)Nc2nnnn2C1c1cccs1 (configuration not stated)
  -29.0	-0.3	-3.5	-7.4	-0.4	0.3	-13.8	-0.9	1.9
c1ccc(COc2ccc(OCCCCN3CCCC3)cc2)cc1
  -20.8	3.0	11.6	-1.9	0.9	3.9	15.2	6.9	4.3
O=C(NCc1ccco1)c1ccc2snnc2c1
  -1.6	0.2	-15.2	-6.4	-1.9	-4.1	12.9	6.0	-5.9
CCOC(=O)c1ccc(S(=O)(=O)N2CCN(CC(=O)NC(=O)NC3CCCCC3)CC2)cc1
  1.2	0.1	-1.2	12.6	-4.2	-8.6	-1.9	-0.5	-1.4
CCOC(=O)/C(C#N)=C/C=C1\C=Cc2ccccc2N1CC
  -3.9	1.7	-123.5	124.5*	-21.9	-31.7	-16.0	-2.8	23.8

Bioassay records: PubChem, several laboratories
